Tau fibril ThT = inhibitors of human tau fibril formation, thioflavin T binding | P10636 | recombinant tau K18 P301L, heparin-induced fibrillization, ThT fluorescence | Potency, µM (titrated, usually from 57.4 µM), inactives show at the highest dose activity, negative = inhibition, usual class: inhibitors | hit rate 2.1% among 270,000; note: % is set by controls: 0 for no effect and ±100 for the full control effect; nearly all actives have a fitted effect of over 55% in size
Target sequence (P10636 561-689 P618L limits assumed): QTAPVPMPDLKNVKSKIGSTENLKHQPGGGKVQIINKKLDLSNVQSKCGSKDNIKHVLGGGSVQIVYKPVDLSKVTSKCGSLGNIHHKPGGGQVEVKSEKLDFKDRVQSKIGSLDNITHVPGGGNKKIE
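Heparin-induced fibrillization of the P301L-mutant K18 repeat-domain fragment of human tau was followed by ThT binding in quantitative high-throughput format.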
HTT cytoprotect = protects HTT-Q103 PC12 cells, measured by ATP. hit rate 0.14% among 230,000. PC12 HTT-Q103 induced, cytoprotection, ATP luminescence, 40 h. AID 1471. Potency, µM (doses to about 56.4 µM), inactives show cytoprotection (ATP increase), usual class: activators;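 note: % of control where 0% means no effect; nearly all actives have a fitted effect of over 45% in size; toxic huntingtin expression switched on by the ecdysone agonist tebufenozide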
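Compounds added alongside 100 nM tebufenozide, which induces toxic Q103 huntingtin exon 1-GFP in stable PC12 cells; surviving cells quantified by luminescent ATP measurement. Medium: phenol red-free DMEM, 5% equine and 5% calf serum.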
GAA inh = blocks human lysosomal alpha-glucosidase; AID 1466; purified human GAA, 4-MU-alpha-glucoside fluorescence; Potency, µM (titrated, usually from 76.9 µM), for inactives: at the highest dose activity change, negative = inhibition, actives largely listed as inhibitors; hit rate 0.005% among 200,000; P10253;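 note: plate controls were uninhibited enzyme wells for no effect and no-enzyme background for full effect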
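Compounds are titrated up to 77 uM against 4 nM human enzyme. Substrate 4-methylumbelliferyl-alpha-D-pyranoside (400 uM) reacts 20 min at room temperature in pH 5.0 buffer; liberated 4-methylumbelliferone is read at 440 nm.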
GLA spleen mod = inhibitors or activators of human alpha-galactosidase in spleen homogenate; P06280; human spleen homogenate, 4MU-alpha-Gal fluorescence, 40 min; Potency, µM (doses to about 80 µM), inactives show at the highest dose activity change, negative = inhibition, actives largely listed as inhibitors; hit rate 0.008% among 240,000; AID 2107;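 note: 0% = enzyme with vehicle and -100% = no enzyme basal signal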
Target sequence (P06280 32-429 limits assumed): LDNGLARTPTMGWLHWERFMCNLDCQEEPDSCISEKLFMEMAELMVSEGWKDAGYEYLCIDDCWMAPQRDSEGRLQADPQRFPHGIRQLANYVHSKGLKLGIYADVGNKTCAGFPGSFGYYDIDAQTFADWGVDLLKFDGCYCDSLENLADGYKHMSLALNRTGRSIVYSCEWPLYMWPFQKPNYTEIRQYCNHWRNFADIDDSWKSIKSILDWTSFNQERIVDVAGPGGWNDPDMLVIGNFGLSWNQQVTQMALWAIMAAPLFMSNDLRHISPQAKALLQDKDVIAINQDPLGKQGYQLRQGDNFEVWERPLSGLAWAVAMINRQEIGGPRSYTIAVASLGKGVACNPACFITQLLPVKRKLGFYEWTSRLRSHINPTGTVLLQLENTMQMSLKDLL
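Inhibition or activation of alpha-galactosidase in human spleen homogenate is scored by 4-MU fluorescence after 40 min at 37C, pH 5.0, with 1 mM substrate. AC50s come from concentration-response fitted to the Hill equation.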
GAA glycogen mod = alters human alpha-glucosidase cleavage of glycogen; P10253; recombinant GAA, glycogen substrate, Amplex Red glucose oxidase fluorescence; Potency, µM (titrated, usually from 76.4 µM), without a hit: at the highest dose activity change, negative = inhibition, usual class: inhibitors; hit rate 0.38% among 300,000; AID 2100;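 note: 0% = full enzyme reaction and -100% = no-enzyme basal signal; the screen sought inhibitors and activators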
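Natural-substrate format: glycogen cleavage by 4 nM human enzyme, glucose read by Amplex Red coupling (Ex 573, Em 610 nm). Normalized to enzyme and no-enzyme controls.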
Tau fluor counter = counter-screen for tau fibril formation inhibitors. hit rate 0.93% among 280,000. tau K18 P301L Alexa594 fluorescence, heparin fibrillization. Potency, µM (top dose mostly 57.7 µM), without a hit: at the highest dose activity change, negative = decrease; note: % is set by controls: 0 for no effect and ±100 for the full control effect; nearly all actives have a fitted effect of over 55% in size
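Human tau K18 P301L (15 uM unlabeled, 0.24 uM Alexa 594-labeled) in 100 mM sodium acetate pH 7 with 20 uM heparin, 6 hr at 37 C. ThT 30 uM added, 1 hr ambient; Alexa 594 FP and total fluorescence read at 555/632 nm.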
Tau fibril FP = tau fibrillization inhibition (FP); P10636; K18 P301L tau heparin fibrillization, Alexa594 FP, 6 h; Potency, µM (doses to about 57.7 µM), for inactives: top-dose activity, negative = inhibition, usual class: inhibitors; hit rate 0.39% among 280,000; note: % is set by controls: 0 for no effect and ±100 for the full control effect; nearly all actives have a fitted effect of over 55% in size
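Human K18 P301L fragment (15 uM unlabeled plus 0.24 uM Alexa 594-labeled) in 100 mM sodium acetate pH 7 with compound, aggregation induced by 20 uM heparin for 6 hr at 37 C. ThT (30 uM) added for 1 hr, then Alexa 594 FP read.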
aGlu spleen mod = lysosomal alpha-glucosidase (human) modulation; P10253; human spleen homogenate, 4-MU-alpha-glucoside fluorescence; Potency, µM (highest dose often 79.9 µM), without a hit: at the top dose activity change, negative = inhibition, most hits filed as inhibitors; hit rate 0.006% among 240,000;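 note: 0% = enzyme with vehicle and -100% = no enzyme basal signal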
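Human spleen homogenate (1 ug) incubated with compounds and 1 mM 4-methylumbelliferyl-alpha-D-glucopyranoside in pH 5.0 citrate/phosphate buffer, 37 C, 40 min. Stopped at pH 10; 4-MU fluorescence (Ex 365/Em 440 nm); AC50 by Hill fit.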
* marks the source's active call; other numbers are inactive results; ? = inconclusive; . = not tested or not shown; & = joins results of further samples; [ ] = dose if it differs, or a comment. Calls come from the whole dose curve; as a rule, active = well fitted curve in the direction sought with a large enough effect; inconclusive = small, poorly fitted or top-dose-only effect, or another doubt; inactive = no such curve, though single readings can be large; an effect the other way counts as inactive or inconclusive. Potency is the fitted concentration of half-maximal effect.

SMILES | Tau fibril ThT | HTT cytoprotect | GAA inh | GLA spleen mod | GAA glycogen mod | Tau fluor counter | Tau fibril FP | aGlu spleen mod
Cc1cc(O)cc(O)c1C(=O)Cc1cscn1 | -7% | 4% | -4% | 2% | -13% | -1% | 4% | -3%
O=C(NC(=O)c1cccc(F)c1)OC[C@@H]1CCCN2CCCC[C@H]12 | -4% | 4% | 4% | 6% | -5% | -7% | -1% | 4%
COc1ccc2nc3oc(C(=O)N4CCN(c5cccc(Cl)c5)CC4)cc3cc2c1 | ? | -3%[10 µM] | -1% | 5% | -3% | -18% | 11% | 1%
N#Cc1cc(C(=O)c2cc(Br)ccc2O)cn(C2CC2)c1=O | -18% | -26%[10 µM] | -10% | 3% | 6% | -17% | -2% | -2%
O=c1[nH]cnc2sc(-c3ccccc3)cc12 | -7% | -51%[inhibitor] | 2% | 0% | -8% | -6% | -3% | -2%
CCCCN(C)CCCNC(=O)C1CC(=O)N(Cc2ccc(OC)cc2)C1 (stereo unspecified) | -3% | -11% | -3% | -5% | -8% | 5% | 9% | -8%
CCN1CCN(Cc2nc3cc(NC(=O)c4ccccc4[N+](=O)[O-])ccc3n2CC)CC1 | 3% | . | . | . | 10%[76.3 µM] | 7% | 8% | .
Cc1cc(=O)oc2cc(OCCSc3nnc(-c4ccccc4)o3)ccc12 | ? | . | ? | 3% | 5% | -11% | 2% | -14%
O=c1cc2c(nn1Cc1cccc(Cl)c1)-c1ccccc1CC2 | ? | 12% | 0% | -4% | -8% | -23% | 1% | -9%
C/C(=N\S(=O)(=O)c1ccc(C)cc1)NC(=S)Nc1ccccc1 | -3% | -64% | -2% | 1% | -5% | -4% | -10% | -19%
Cc1cc(N2CCC(C(=O)Nc3ccc(Cl)cc3)CC2)n2nc(C)c(-c3ccc(Cl)cc3)c2n1 | -1% | . | . | . | -5%[76.3 µM] | -13% | 3% | .
CN(C)C=Nc1nc2ccccc2nc1N1CCCC1 | ? | 6% | ? | ? | 21% | -1% | -6% | 23%
CCOC(=O)C1CCN(C(=O)c2ccc(Br)o2)CC1 | -4% | 4% | -3% | -2% | -1% | -2% | -2% | 2%
O=C(CSc1nnnn1-c1ccccc1)Nc1ccc(N2CCOCC2)cc1 | -8% | -29% | -6% | -11% | 4% | -6% | 12% | 4%
CCCCCCCc1n[nH]c(=S)n1Cc1ccccc1 | -12% | 26%[10 µM] | -2% | 1% | -17% | -12% | 8% | -15%
CCOC(=O)c1ccccc1NC1OC(=O)c2ccccc21 (stereo unspecified) | 4% | -3% | 0% | -6% | -1% | 5% | -1% | -17%
COc1ccc(C(=O)Nn2c(SCC(=O)c3ccccc3)nc3ccccc3c2=O)cc1 | -12% | -82%[inhibitor] | -2% | -6% | 6% | -24% | ? | -7%
O=C(Cn1cnc2c(cnn2-c2ccccc2)c1=O)OCc1ccccc1 | -7% | -21% | -10% | 3% | -10% | -4% | -2% | -2%
CCOc1ccc(-c2nnc(NC(=O)CCCOc3cccc(C)c3)o2)cc1 | ? | 7% | -5% | -3% | 4% | -15% | 6% | -1%
O=C(O)CSc1nc2ccccc2n1C1CCCCC1 | -3% | 11%[10 µM] | 6% | -1% | 10% | -9% | -2% | 3%
Cn1c(SCC2CCCCC2)nnc1-c1ccncc1 | -6% | -10% | -3% | -2% | -6% | -6% | -9% | -8%
CCOC(=O)CCC(NC(=O)c1ccc(NCN2C(=O)c3ccccc3C2=O)cc1)C(=O)OCC (stereo unspecified) | 6% | 20% | -11% | 7% | -3% | 4% | -1% | 0%
Cc1ccc(C(=O)NCCCn2ccnc2)o1 | -8% | -9% | -6% | -3% | 5% | 3% | 1% | 0%
CNC(=O)NC(=O)CSc1nc2ccccc2n1CCOC | 7% | 1% | -1% | -1% | 11% | 1% | 9% | -1%
C/C(=C\c1ccccc1)C(=O)Nc1cc(C)on1 | -11% | -34% | -6% | 1% | -1% | -7% | 0% | -2%
COc1ccc(CCCc2nnc(SCC(=O)Nc3cc(C)ccc3C)o2)cc1 | ? | 4%[10 µM] | 0% | 4% | 3%[76.3 µM] | -23%&-20% | 0%&-1% | -1%
Cc1cc(C)c(S(=O)(=O)Nc2ccc3c4c(cccc24)CC3)c(C)c1 | -2% | -73%[inhibitor] | -7% | 5% | -7% | -22% | 4% | 3%
Nc1nnc(SCC(=O)OCC(=O)Nc2ccc(Br)cc2F)s1 | -3% | -24% | -6% | 6% | -4% | -4% | -1% | 5%
C=CCOn1c(=O)c(-c2ccc(OC)cc2)[n+]([O-])c2ccccc21 | 5% | -20% | -13% | 4% | -2% | -2% | -7% | 2%
O=C(NCCc1ccccc1)C(=O)Nc1ccc2c(c1)OCCO2 | -16% | -83%[inhibitor] | -1% | 2% | -2% | -1% | 5% | 6%

Complete entries, looked up by structure:
`O=C(NCCc1ccccc1)C(=O)Nc1ccc2c(c1)OCCO2` as listed: Tau fibril ThT = -16%; HTT cytoprotect = -83%[inhibitor]; GAA inh = -1%; GLA spleen mod = 2%; GAA glycogen mod = -2%; Tau fluor counter = -1%; Tau fibril FP = 5%; aGlu spleen mod = 6%
`CNC(=O)NC(=O)CSc1nc2ccccc2n1CCOC` as listed: Tau fibril ThT = 7%; HTT cytoprotect = 1%; GAA inh = -1%; GLA spleen mod = -1%; GAA glycogen mod = 11%; Tau fluor counter = 1%; Tau fibril FP = 9%; aGlu spleen mod = -1%

Other structures follow:
SMILES | Tau fibril ThT | HTT cytoprotect | GAA inh | GLA spleen mod | GAA glycogen mod | Tau fluor counter | Tau fibril FP | aGlu spleen mod
CC(NC(=O)c1ccc(OC2CCN(S(=O)(=O)N(C)C)CC2)cc1)C1CC1 (stereo unspecified) | ? | -13%[10 µM] | -1% | 3% | -12% | -14% | -10% | -7%
COc1ccc(C(=O)C2CCN(C(=S)NCC3CCCO3)CC2)cc1 (stereo unspecified) | 5% | -13% | -2% | 8% | 5% | -4% | 5% | -7%
COc1ccc(Cn2nnc3c(=O)[nH]c(C4CCN(C(=O)c5ccc(C)cc5)CC4)nc32)cc1OC | -3% | . | . | . | -7%[76.3 µM] | -6% | -3% | .
COc1ccc(Br)cc1CNC(=O)CN1C(=O)c2cccnc2Oc2ccc(C)cc21 | -16% | . | . | . | 10%[76.3 µM] | 5% | 13% | .
Cc1noc(C)c1COC(=O)c1ccc2c(c1)S(=O)(=O)c1ccccc1C2=O | -13% | -36% | ? | -8% | -3% | ? | 9% | -10%
CC1CCCN(c2ccc(C(=O)NCc3cccs3)cn2)C1 (stereo unspecified) | -16% | -5%[10 µM] | -3% | 3% | 3% | -8% | -1% | -15%
Cn1cccc1C(=O)OCC(=O)NC(=O)NC1CCCCC1 | -5% | 0% | 1% | -3% | -13% | -7% | 3% | -15%
N#CC(=C=[N-])c1nc2ccccc2nc1-[n+]1cccc(NC(=O)c2ccccc2)c1 | ? | -15%&-9%[10 µM] | 0%[15.4 µM] | 5%&-13% | -6%&-5% | ? | 4%&0% | -3%&-5%
CCN(Cc1ccccc1)C(=O)COC(=O)CNC(=O)c1ccc(C)s1 | 13% | -38% | -2% | 2% | 5% | 10% | 2% | 0%
COc1cc(C)c(S(=O)(=O)Nc2ccc(CC(=O)O)cc2)cc1C | 1% | 20%[10 µM] | 6% | -1% | 7% | 3% | -1% | -4%
COc1ccc2c(c1)cc1c(=O)n(CC(=O)NCCCc3ccccc3)nc(C)n12 | -1% | . | . | . | -6%[76.3 µM] | -5% | -18% | .
O=C(NNC(=O)c1ccncc1)Nc1cccc([N+](=O)[O-])c1 | -1% | 5%[10 µM] | 14% | -2% | -18% | 2% | 0% | 4%
Cc1nn(Cc2ccc([N+](=O)[O-])cc2)c(=O)n1-c1ccc(Cl)cc1 | -2% | 24%[10 µM] | -9% | -14% | 14% | -3% | -2% | -1%
COc1ccc(C(=O)Cn2nnc(-c3ccc(N4CCOCC4)cc3)n2)cc1OC | ? | -26% | -3% | 5% | -25% | -19% | 4% | 5%
CC1CCCCN1CCn1cnc2c([nH]c3ccccc32)c1=O (stereo unspecified) | -5% | -11% | 5% | 5% | -15% | -5% | 1% | 2%
Cc1ccc(N2CC(C(=O)Nc3ccc(N(C)C)cc3)CC2=O)cc1C (stereo unspecified) | ? | -1% | -2% | 6% | 0% | -5% | 3% | 7%
COC(=O)CCCCCNC(=S)Nc1ccc2[nH]c(=O)[nH]c2c1 | -12% | 7%[10 µM] | . | 6% | -14% | -13% | 1% | 0%
C=CCSc1nnc(CC(OC)OC)n1-c1ccccc1 | 0% | -8% | 9% | 0% | 8% | -1% | 3% | 2%
CCOc1ccccc1Nc1nnc(SCC(=O)Nc2nc(-c3ccc(OC)cc3)cs2)s1 | -15% | 26% | -2% | 4% | -18% | -16% | ? | -4%
Cc1cc(N2CCCCC2)nc2ccc(NC(=O)c3cccc(F)c3)cc12 | ? | . | . | . | -10%[76.3 µM] | 13µM*[quencher] | 10% | .
COCCN1C(=O)c2ccccc2C(C(=O)NCC2CCCO2)C1c1c[nH]c2ccccc12 (stereo unspecified) | -3% | -5% | 4% | 8% | -8% | -6% | -3% | 5%
CCN(CC)CCCNC(=O)CSc1nc(-c2ccc(F)cc2)cc(C(F)(F)F)n1 | -1% | -30%[10 µM] | 15% | 0% | 3% | -9% | -6% | -2%
CCc1ccc(OCCn2c(C3CC(=O)N(Cc4ccc(F)cc4)C3)nc3ccccc32)cc1 (stereo unspecified) | -10% | . | . | . | 11%[76.3 µM] | 2% | 6% | .

By substructure: the entries above with a furan ring, fused or not (three)
SMILES | Tau fibril ThT | HTT cytoprotect | GAA inh | GLA spleen mod | GAA glycogen mod | Tau fluor counter | Tau fibril FP | aGlu spleen mod
COc1ccc2nc3oc(C(=O)N4CCN(c5cccc(Cl)c5)CC4)cc3cc2c1 | ? | -3%[10 µM] | -1% | 5% | -3% | -18% | 11% | 1%
CCOC(=O)C1CCN(C(=O)c2ccc(Br)o2)CC1 | -4% | 4% | -3% | -2% | -1% | -2% | -2% | 2%
Cc1ccc(C(=O)NCCCn2ccnc2)o1 | -8% | -9% | -6% | -3% | 5% | 3% | 1% | 0%

Compound activity from PubChem.

Random draw from the library. Share with any hit: about 3.3%.
